Screening results from PubChem BioAssay.
Salmonella PhoP GFP: inhibitors of PhoP regulon expression, primary screen, Salmonella Typhimurium, GFP reporter (AID 1863); S. Typhimurium PhoP-regulated promoter GFP reporter, 4 h; higher % means a stronger effect; actives 0.16% (n = 300,000); inhibition, % at 50 µM, or IC50 in µM where a hit was titrated;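 active = inhibition over 29.93%, a cutoff 3 SD above the screen mean, later confirmed by dose response; inconclusive = inhibition over 29.93% but no dose response follow-up; inactive = inhibition at most 29.93% or unconfirmed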;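 also: 0% = low Mg2+ inducing control and 100% = high Mg2+ repressing control; strong numbers were not always called active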
CSM14.1 death rescue: rescue of cells from ER stress-induced death, primary screen, 384-well, CSM14.1, thapsigargin, ATP luminescence (AID 1222). 190,000 tested, under 10 active. cellular ATP content (survival), % at 20 µM; hits with a dose series show EC50 in µM. CSM14.1 thapsigargin-induced death rescue, ATP luminescence; higher % means a stronger effect;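 active = EC50 below 50 µM in the dose-response confirmation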;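 also: death triggered by thapsigargin at about 15 µM added after 2 h compound pretreatment; cell ATP read after overnight thapsigargin exposure of roughly 18 to 22 hours; normalized against plate controls of thapsigargin alone and 5% DMSO vehicle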
Large T inhibition: SV40 large T antigen inhibitors, biochemical (AID 1903) | SV40 large T antigen ATPase/helicase inhibition assay; higher % means a stronger effect | inhibition, % at 20 µM; hits with a dose series show IC50 in µM | actives 0.39% (n = 310,000); in the data active = a potency from the dose series; inconclusive = inhibition mostly from about 32% at the one dose, without a potency; inactive = the rest, 99 in 100 with inhibition below about 32%; also: strong numbers were not always called active
West Nile antiviral: inhibition of WNV-induced cytopathic effect – cell-based, CPE readout (AID 1621); West Nile virus-infected cells, CPE inhibition; higher % means a stronger effect; CPE inhibition, % at 10 µM; hits with a dose series show IC50 in µM; actives 0.02% (n = 290,000); in the data active = a potency from the dose series; inconclusive = CPE inhibition mostly from about 3.7% at the one dose, without a potency; inactive = the rest, 99 in 100 with CPE inhibition below about 2.2%; also: strong numbers were not always called active
TNAP activators: stimulation of alkaline phosphatase TNAP activity – biochemical, luminescent, no phosphate acceptor, uHTS, primary screen (AID 1001) | purified TNAP, luminescent activation assay, no phosphate acceptor; higher activation fold means a stronger effect | activation fold at 20 µM, or EC50 in µM where a hit was titrated | actives 0.03% (n = 200,000); in the data active = activation fold from about 3, or a potency from the dose series; inactive = the rest, 99 in 100 with activation fold below about 1.6; also: many of its hits are not listed in these tables
RSV antiviral HEp-2: RSV antiviral activity via CPE protection, HEp-2 cells, primary 10 µM value included (AID 2391); actives 0.13% (n = 310,000); HEp-2 cells, RSV-induced CPE inhibition; higher % means a stronger effect; CPE inhibition, % at 10 µM; hits with a dose series show IC50 in µM; in the data active = a potency from the dose series; inconclusive = CPE inhibition mostly from about 23% at the one dose, without a potency; inactive = the rest, 99 in 100 with CPE inhibition below about 21%; also: strong numbers were not always called active
human PMI inhibitors: MPI inhibition at elevated mannose 6-phosphate – biochemical, fluorescence intensity, high mannose 6-phosphate, primary screen (AID 1220) | recombinant PMI enzyme, coupled fluorescence intensity; higher % means a stronger effect | one-dose inhibition, % at 20 µM; IC50 in µM for titrated hits | actives 0.66% (n = 190,000)
Ins promoter up: MIN6 insulin promoter up-regulation; MIN6 insulin promoter-GFP reporter, high-content imaging; stronger effect = higher value; z-score at 5 µM; actives 0.3% (n = 190,000);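 active = z-score above 3 at 5 µM with at least 500 cells counted in the well; inconclusive = wells under 500 cells, flagged as cytotoxic or low count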
PMI inhibitors: inhibitors of human PMI, primary screen, biochemical, fluorescence intensity, coupled assay (AID 1209). actives 0.42% (n = 190,000). inhibition, % at 20 µM, or IC50 in µM where a hit was titrated. purified PMI enzyme, coupled fluorescence intensity; higher % means a stronger effect;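 also: plate controls were DMSO vehicle for no effect and wells lacking substrate for full effect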
Ins promoter up cell count: recorded beside Ins promoter up, whose call it bears; cell count; measured here: cytotoxicity, nuclei count;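 total cells summed across four imaged fields per well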
Active calls of the source: *; ? = inconclusive; nt = not tested or not shown. Rule as the data show it, unless noted: active = inhibition above about 50%; inactive = the rest.

SMILES	Salmonella PhoP GFP	CSM14.1 death rescue	Large T inhibition	West Nile antiviral	TNAP activators	RSV antiviral HEp-2	human PMI inhibitors	Ins promoter up	Ins promoter up cell count	PMI inhibitors
Cc1nc2c(cnn2-c2ccccc2Cl)c(=O)n1-c1ccc(N2CCC(C)CC2)cc1	-15%	-0.5%	3%	1.4%	1.2	5.7%	2%	2	893	7%
Cc1cc(Nc2ccc(F)cc2)nc(N)n1	14%	-1.0%	-2%	-0.6%	1.1	0.2%	10%	0.63	1410	3%
Cc1cccc(NS(=O)(=O)c2cccc(C(=O)Nc3cccc(C(=O)O)c3)c2)c1	-4%	nt	17%	0.1%	nt	1.2%	nt	nt	nt	nt
CCOC(=O)n1c(=O)oc2ccc(Cl)cc21	6%	-5.4%	9%	-0.8%	1	1.8%	1%	nt	nt	-4%
COc1ccc(C(=O)OCC(=O)NC(C)CCc2ccccc2)cc1 (stereo not given)	-1%	nt	6%	-0.5%	nt	-0.2%	nt	nt	nt	nt
Cc1ccc(C(=O)N2CCCC(N(C)Cc3ccccc3)C2)s1 (stereo not given)	-4%	nt	10%	-0.2%	nt	0.6%	nt	nt	nt	nt
CC[C@@H](C)C(NC(=O)OC(C)(C)C)c1cn([C@@H](CCC(=O)OC(C)(C)C)C(=O)N2CCN(C(=O)OC(C)(C)C)CC2)nn1 (stereo not given in full)	-14%	4.8%	1%	0.2%	1.1	-0.1%	-5%	-0.43	1231	3%
CCCCn1c(N)c(NCC)c(=O)[nH]c1=O	4%	-1.6%	6%	0.9%	1	nt	-8%	-0.51	1204	-10%
CSC(=NCCCN1CCOCC1)NS(=O)(=O)c1cccs1	4%	-0.1%	4%	-0.2%	1.1	-0.6%	1%	0.41	1192	-1%
COc1ccc(COC(=O)c2c(C)nn(-c3ccccc3)c2Cl)cc1	-2%	nt	10%	0.0%	nt	3.6%	nt	nt	nt	nt
OC(CNCCc1ccc(Cl)cc1)COc1cc(Cl)ccc1Cl (stereo not given)	4%	nt	3%	0.8%	nt	46%	nt	nt	nt	nt
CC(C)N(C(=O)Cn1cc(S(=O)(=O)CC(=O)N2CCOCC2)c2ccccc21)C(C)C	4%	nt	-4%	-0.6%	nt	0.4%	nt	nt	nt	nt
Cc1ccc(S(=O)(=O)N2CCCC2C(=O)N2CCCCCC2)cc1 (stereo not given)	-12%	nt	8%	-0.1%	1	-0.7%	1%	nt	nt	6%
O=C(Nc1cc(Cl)ccc1N1CCCC1)C1=NN(c2ccccc2)C(=O)CC1	-9%	nt	7%	0.2%	nt	4.0%	nt	nt	nt	nt
CN(CC(=O)Nc1ccccc1Oc1ccccc1)Cc1ccccc1F	-4%	0.3%	24%	-1.3%	1.1	7.8%	6%	-1.9	1351	14%
COc1ccc(CCNC(=O)CN(c2ccccc2)S(C)(=O)=O)cc1OC	2%	1.5%	13%	-0.2%	1.1	-0.5%	-3%	-0.06	760	3%
COc1cccc(Nc2nc3ccccc3nc2NS(=O)(=O)c2ccc(NC(C)=O)cc2)c1	12%	nt	-11%	-0.2%	nt	13%	nt	nt	nt	nt
COc1cc(Cl)c(C)cc1NC(=O)COC(=O)C(NS(=O)(=O)c1ccc(Cl)cc1)C(C)O (stereo not given)	4%	-0.1%	20%	-0.3%	1	2.7%	16%	0.74	1277	18%
CCCn1c(SCC(=O)NC2CCCC2)nc2c1c(=O)n(C)c(=O)n2C	-2%	nt	18%	0.1%	nt	0.6%	nt	nt	nt	nt
COc1ccc(N2CCN(C(=O)c3cc(=O)c4cc(C)cc(C)c4o3)CC2)cc1	-4%	nt	9%	-0.6%	nt	3.8%	nt	nt	nt	nt
Cc1sc2nc(C3CC3)nc(SCC(=O)N3CCCc4ccccc43)c2c1C	3%	2.5%	5%	-1.2%	0.9	21%	8%	-0.22	1481	8%
O=C(/C=C/c1cccs1)N1CCCC1	4%	nt	1%	0.2%	nt	3.2%	nt	nt	nt	nt
O=C(N/C(=C/c1cccnc1)C(=O)N1CCOCC1)c1ccccc1	3%	0.1%	2%	-0.2%	1.2	3.5%	-4%	-0.43	1348	5%
CCN(CC)S(=O)(=O)c1ccc(/C=C/C(=O)OCC#N)cc1	-3%	0.3%	9%	-0.4%	1.2	-1.4%	-2%	-1	1137	-8%
CSc1nc(C)cc(OCC(=O)n2nc(C)cc2C)n1	-6%	1.1%	7%	0.9%	1	1.0%	6%	nt	nt	-3%

Continued, overlapping the part above by 2 compounds.
SMILES	Salmonella PhoP GFP	CSM14.1 death rescue	Large T inhibition	West Nile antiviral	TNAP activators	RSV antiviral HEp-2	human PMI inhibitors	Ins promoter up	Ins promoter up cell count	PMI inhibitors
CCN(CC)S(=O)(=O)c1ccc(/C=C/C(=O)OCC#N)cc1	-3%	0.3%	9%	-0.4%	1.2	-1.4%	-2%	-1	1137	-8%
CSc1nc(C)cc(OCC(=O)n2nc(C)cc2C)n1	-6%	1.1%	7%	0.9%	1	1.0%	6%	nt	nt	-3%
COc1ccc(N(CC(=O)NCCC2=CCCCC2)S(=O)(=O)c2c(C)[nH]c(=O)[nH]c2=O)cc1	0%	nt	32%	0.1%	nt	-1.0%	nt	nt	nt	nt
CCn1cc(CCC(=O)NCc2ccccc2OC)c2ccccc21	5%	nt	5%	-1.2%	nt	2.0%	nt	nt	nt	nt
CCCCOc1ccc(Cl)cc1CSc1nnc(C)n1N	5%	-1.5%	15%	-0.6%	1.1	-0.6%	8%	-0.18	1208	12%
Cc1cc(OCc2nnc(SC(C)C(=O)O)n2-c2ccccc2)ccc1Cl (stereo not given)	3%	nt	-2%	-0.7%	nt	2.1%	nt	nt	nt	nt
Cc1ccc(-c2nc(CS(=O)CC(=O)NC3CCC(C)CC3)c(C)o2)cc1 (stereo not given)	10%	1.4%	10%	-0.5%	0.9	12%	2%	0.41	818	-1%
O=C(Nc1nnc(Cc2ccccc2F)s1)Nc1ccccc1F	-7%	nt	4%	-0.6%	nt	20%	nt	nt	nt	nt
O=C(CSc1n[nH]c(=O)n1C1CC1)NCc1ccccc1	-1%	nt	12%	0.0%	nt	-1.5%	nt	nt	nt	nt
O=C(c1cnccn1)N1CCN(c2ccccc2F)CC1	-11%	2.9%	0%	-0.4%	1.1	1.4%	4%	0.93	1505	12%
CCN1CCN(C(=O)c2ccc(CS(=O)Cc3ccc(C)cc3)o2)CC1 (stereo not given)	0%	nt	6%	0.2%	nt	0.3%	nt	nt	nt	nt
CC(C)(C)c1ccc(/C=C2\Oc3cc(O)ccc3C2=O)cc1	4%	nt	6%	-1.3%	nt	13%	nt	nt	nt	nt
COC(=O)C1=C(C)NC2=C(C(=O)CCC2)C1c1cn(Cc2ccc(Br)cc2)nc1-c1ccccc1 (stereo not given)	-2%	-1.8%	27%	0.2%	1.2	61%	13%	-0.05	1390	15%
O=C(Nc1ncc(Cl)cc1Cl)c1c(F)cccc1Cl	10%	2.0%	7%	-0.1%	1.1	2.4%	-8%	-0.28	1183	-16%
O=C(Nc1cccc2c1CCCC2)c1ccccc1Cl	1%	nt	74%	-0.3%	nt	0.8%	nt	nt	nt	nt
Cc1ccc2nc(C)c3c(c2c1)N(c1ccccc1)CC3	-6%	nt	7%	-1.4%	nt	?	nt	-1.8	867	nt
CCc1ccc(NC(=O)CSc2nc3ccsc3c(=O)n2CCC(=O)O)cc1	-10%	nt	5%	0.5%	nt	1.3%	nt	nt	nt	nt
C=C(C)COc1ccc2oc(C)c(C(=O)OCCOC)c2c1	2%	-0.9%	-3%	0.4%	1.1	0.5%	6%	-0.03	1104	2%
Cc1ccc(-n2nc3c(c2NC(=O)c2cccs2)CS(=O)(=O)C3)cc1	-2%	nt	4%	0.0%	nt	1.1%	nt	nt	nt	nt
CC(=O)OCC1OC(n2ccc(=O)[nH]c2=O)C(O)C1O (stereo not given)	11%	-2.3%	2%	0.5%	1	0.0%	2%	0.98	1540	-8%
CN(Cc1ccccc1)C(=O)c1cnc2n(c1=O)CCS2	-7%	-0.9%	5%	-0.3%	1.1	-0.4%	3%	0.49	1241	2%
COc1ccc(CCN2C(=O)CCC2(C)C(=O)NC2CCCC2)cc1OC (stereo not given)	-7%	2.5%	5%	0.2%	1.1	1.1%	2%	-0.3	1271	7%
COC(CNC(=O)C(C)n1nc(C)c2ccccc21)OC (stereo not given)	-6%	-1.0%	16%	-0.3%	1.1	2.7%	-7%	-0.13	1133	-12%
Oc1c(Cl)cc(Cl)cc1C(C#Cc1ccccc1)N1CCOCC1 (stereo not given)	17%	-1.6%	8%	1.3%	1	0.8%	15%	-0.6	1872	13%
O=C(CC1S/C(=N\S(=O)(=O)c2ccc(F)cc2)N(c2ccccc2)C1=O)Nc1ccccc1 (stereo not given)	6%	4.1%	1%	1.5%	1.1	2.7%	8%	-0.21	1389	2%
O=S(=O)(c1ccc(-c2n[nH]c(=S)o2)cc1)N1CCCC1	-8%	nt	8%	-0.1%	nt	0.9%	nt	nt	nt	nt
CCOC(=O)C1(CC)NC(c2ccc(N(C)C)cc2)C2C(=O)N(C)C(=O)C21 (stereo not given)	-1%	-1.4%	11%	0.2%	1.1	0.7%	12%	-1.2	935	4%

Next records.
SMILES	Salmonella PhoP GFP	CSM14.1 death rescue	Large T inhibition	West Nile antiviral	TNAP activators	RSV antiviral HEp-2	human PMI inhibitors	Ins promoter up	Ins promoter up cell count	PMI inhibitors
Cn1cc(S(=O)(=O)NCc2ccco2)c(=O)n(C)c1=O	-3%	2.3%	7%	0.5%	1.2	1.7%	0%	-0.1	909	4%
O=C(COC(=O)c1ccc[n+]([O-])c1)Nc1c(Br)cc([N+](=O)[O-])cc1Br	1%	-0.7%	13%	0.1%	1.1	1.4%	-7%	-0.38	1318	-9%
O=C(O)c1cc2c(ccc3ccccc32)oc1=O	-16%	-2.6%	14%	-1.0%	1.1	2.3%	-1%	0.17	803	-3%
Cc1ccc(-n2[nH]c(C)c(/C=N/Nc3ccc([N+](=O)[O-])cc3[N+](=O)[O-])c2=O)cc1C	11%	11%	28%	0.0%	0.7	5.3%	-2%	0.48	1197	6%
N#CCCn1c(=O)n(CCC#N)c2ccccc21	4%	0.1%	-5%	-0.1%	1.1	-0.8%	-5%	-0.58	1549	7%
CC1C(C#N)=C(N)OC2=C1C(=O)CCC2 (stereo not given)	31%	-0.6%	8%	0.3%	1.1	1.0%	13%	nt	nt	9%
O=c1cnc2ccccc2n1Cc1ccccc1C(F)(F)F	-4%	nt	6%	-0.2%	nt	11%	nt	nt	nt	nt
O=C(N/N=C\c1ccc([N+](=O)[O-])o1)c1cncc(Br)c1	-10%	nt	15%	0.0%	nt	2.2%	nt	0.11	1026	nt
